# High-throughput results: PubChem BioAssay, Sanford-Burnham Center for Chemical Genomics
# hIAP act – human IAP activators, primary screen, biochemical, luminescence, uHTS; Intestinal-type alkaline phosphatase (Homo sapiens), P09923; purified human IAP, CDP-Star luminescence, 30 min; active compounds read high; 1 = vehicle-only enzyme, 0 = enzyme-free background; activation factor at 10 µM; hit rate 0.16% among 330,000; AID 2524, 2010;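 active = activation factor of the enzyme at least 2-fold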; note: the source names both 10 and 20 µM as test concentration; values of inactives mirror those of a sister screen read the other way
# APOBEC3A inh – APOBEC3A ssDNA deaminase inhibitors, primary screen, selectivity assay for APOBEC3G inhibitor project, biochemical, FAM/TAMRA oligo cleavage fluorescence. hit rate 0.41% among 330,000. inhibition, % at 20 µM. recombinant A3A, FAM/TAMRA ssDNA deamination fluorescence;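 active = at least 40% inhibition at 20 µM here, with at most 30% in a related deaminase screen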;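 note: plate controls were A3A with DMSO for no effect and wells lacking A3A enzyme for full effect; some results filed as inactive read as strong as hits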
# Target sequence (P31941 whole entry, looked up): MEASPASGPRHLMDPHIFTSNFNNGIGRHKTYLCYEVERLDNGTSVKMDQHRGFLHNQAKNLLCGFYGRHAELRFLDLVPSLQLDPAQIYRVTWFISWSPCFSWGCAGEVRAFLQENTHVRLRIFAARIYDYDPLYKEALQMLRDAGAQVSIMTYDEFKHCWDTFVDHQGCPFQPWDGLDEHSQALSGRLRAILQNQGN
# NALP3 yeast inh – NALP3 inflammasome inhibitors in reconstituted yeast, primary screen, luminescence, uHTS; inhibition, % at 10 µM; Yeast reconstituted NLRP3/ASC/caspase-1, beta-gal luminescence, 24 h; hit rate 0.39% among 330,000; AID 2825, 2010;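 active = inhibition of 50% or more; inactive = inhibition below 50%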;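 note: plate controls were induced DMSO wells for no effect and uninduced yeast grown without galactose for full effect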
# SENP1 FRET inh – human SENP1 catalytic domain inhibitors, primary screen, biochemical, FRET, uHTS. Sentrin-specific protease 1 (Homo sapiens), Q9P0U3. inhibition, % at 10 µM. hit rate 0.21% among 360,000. recombinant SENP1 catalytic domain, CyPet-SUMO1-YPet FRET cleavage;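 active = inhibition at least 30% at 10 µM, raw YFP signal under a set limit, fluorescence ratio 0.5 to 1.5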;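 note: 0% = enzyme with DMSO and 100% = no enzyme wells; some results filed as inactive read as strong as hits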
# Target sequence (Q9P0U3 419-644 limits assumed): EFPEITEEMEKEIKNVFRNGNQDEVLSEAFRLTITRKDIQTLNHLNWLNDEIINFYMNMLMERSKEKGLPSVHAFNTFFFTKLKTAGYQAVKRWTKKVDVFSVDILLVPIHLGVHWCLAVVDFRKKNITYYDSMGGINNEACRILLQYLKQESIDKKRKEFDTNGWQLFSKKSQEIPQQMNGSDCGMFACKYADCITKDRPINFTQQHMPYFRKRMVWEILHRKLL
#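 Test system: hSENP1 catalytic domain, recombinant; Amount: 20 pM final SENP1 enzyme; Medium: Tris pH 8 buffer plus EDTA, NaCl, BME, BSA, NP40, catalase; Schedule: 50 min enzyme reaction, room temperature, light-protected; Technique: FRET fluorescence in CFP and YFP emission channels; Controls: no-enzyme wells low, DMSO-plus-enzyme wells high control.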
# mIAP activ – activators of mouse IAP, primary screen, biochemical, luminescence, uHTS | intestinal alkaline phosphatase [Mus musculus] | muIAP, CDP-Star luminescence, 30 min; active compounds read high; 1 = vehicle-only enzyme signal, 0 = enzyme-free wells | activation factor at 10 µM | hit rate 0.24% among 330,000;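 active = activation factor of at least 2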; note: the source names both 10 and 20 µM as test concentration; values of inactives mirror those of a sister screen read the other way
#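 Assay system: mouse IAP enzyme; reagent: chemiluminescent substrate CDP-Star; dosing: test compounds delivered from DMSO solution; schedule: 30 min at room temperature; measured by: luminescence from enzymatic CDP-Star hydrolysis; controls: DMSO-only wells and no-enzyme negative control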
# A3G deaminase – APOBEC3G DNA deaminase inhibitors, primary screen, biochemical, fluorescence, single-stranded DNA substrate, uHTS | recombinant A3G, ssDNA deamination FAM/TAMRA fluorescence | inhibition, % at 20 µM | hit rate 0.28% among 330,000 | AID 493012, 2011;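 active = inhibition of at least 40% at 20 µM, with no more than 30% in the related APOBEC3A deaminase screen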;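 note: plate controls were DMSO wells with A3G for no effect and wells lacking A3G enzyme for full effect; some compounds called inactive have numbers as strong as hits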
# Target sequence (Q9HC16 whole entry, looked up): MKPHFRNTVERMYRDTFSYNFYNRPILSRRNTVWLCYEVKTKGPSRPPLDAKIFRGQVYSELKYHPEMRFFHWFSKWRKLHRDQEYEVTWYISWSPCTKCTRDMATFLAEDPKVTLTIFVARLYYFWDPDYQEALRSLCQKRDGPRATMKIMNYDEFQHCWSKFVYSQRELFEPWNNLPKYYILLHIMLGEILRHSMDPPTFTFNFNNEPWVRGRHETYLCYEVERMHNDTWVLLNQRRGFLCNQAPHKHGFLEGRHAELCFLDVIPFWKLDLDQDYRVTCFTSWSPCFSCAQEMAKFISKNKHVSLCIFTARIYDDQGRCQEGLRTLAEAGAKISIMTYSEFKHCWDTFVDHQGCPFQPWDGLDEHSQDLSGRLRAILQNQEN
# beta cell repl – inducers of MIN6 beta-cell proliferation, primary screen, ATP luminescence, uHTS. MIN6 cells proliferation, ATPlite luminescence, 48 h; cells starved in 0.2% serum; 100% = growth in 10% serum. proliferation, % at 10 µM. hit rate 0.29% among 330,000. AID 2380, 2010;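 active = compounds whose signal lies at least 3.5 SD above the mean of all wells on their plate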;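 note: 0% = DMSO-treated cells in low-serum medium and 100% = 10% serum control; some compounds called inactive have numbers as strong as hits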
# hIAP inh – human IAP inhibitors, primary screen, biochemical, luminescence, uHTS. Intestinal-type alkaline phosphatase (Homo sapiens), P09923. purified IAP, CDP-Star luminescence, 30 min. inhibition, % at 10 µM. hit rate 0.12% among 330,000;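 active = inhibition reaching a set limit with compound at 10 µM in the primary screen, cut at about 35% in these data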;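 note: plate controls were DMSO wells with enzyme for no effect and no-enzyme buffer wells for full effect; values of inactives mirror those of a sister screen read the other way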
# mIAP inh – inhibitors of mouse IAP, primary screen, biochemical, luminescence, uHTS. intestinal alkaline phosphatase [Mus musculus]. purified mouse IAP, CDP-Star luminescence, 30 min. inhibition, % at 10 µM. hit rate 0.2% among 330,000. AID 2806, 2010;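 active = inhibition of at least 40% at 10 µM in the primary screen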;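 note: plate controls were DMSO with enzyme for no effect and no enzyme wells for full effect; values of inactives mirror those of a sister screen read the other way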
# * hit, by the source's call. A portion of the library (hit frequency here may not be typical).
SMILES,hIAP act,APOBEC3A inh,NALP3 yeast inh,SENP1 FRET inh,mIAP activ,A3G deaminase,beta cell repl,hIAP inh,mIAP inh
COc1ccc(C(=O)NCCS(=O)(=O)NCc2ccc(C)cc2)cc1,0.83,2,12,1,0.95,3,-2,17,5
CN(C)CCCN(C(=O)c1ccc(S(=O)(=O)N2CCc3ccccc3C2)cc1)c1nc2c(F)cc(F)cc2s1,1.2,-2,18,0,0.87,-4,-7,-16,13
Cn1c(CC(=O)Nc2ccccc2)nnc1SCC(=O)c1ccccc1,0.95,-3,5,1,0.99,-7,-1,5,1
COc1ccccc1CNCC(=O)Nc1ccccc1-n1cccc1,1.1,2,12,-2,1.1,0,-2,-12,-7
CCOCCCNC(=O)C(NC(=O)c1ccc(=O)[nH]c1)c1ccccc1 (configuration not stated),1.2,-4,0,1,1,-6,3,-20,-4
Clc1cccc(C2Nc3cccc4cccc(c34)N2)c1Cl,0.98,-6,26,-2,0.98,-6,-4,2,2
O=C1NCCCCC1NS(=O)(=O)c1cccc(C(F)(F)F)c1 (configuration not stated),0.94,-1,15,4,1,-9,-1,6,0
N#Cc1nc(-c2ccccc2F)oc1NCCN1CCOCC1,1.1,-3,7,0,1,-7,-2,-9,-1
CC(=O)Nc1cccc(N(C(=O)C2COc3ccccc3O2)C(C(=O)NC2CCCCC2)c2cn(C)nc2C)c1 (configuration not stated),0.88,-3,-1,1,1,-3,1,12,-2
Cc1ccccc1C(=O)Nc1c(C(=O)N(CCN(C)C)Cc2ccco2)oc2ccccc12,1.1,-4,-2,1,0.92,-8,-4,-12,8
Cc1cc(C)n(-c2nnc3n2N=C(c2ccccc2)CS3)n1,0.79,-4,-4,2,0.87,-8,2,21,13
O=c1cc(-c2ccco2)nc(-c2cccs2)o1,0.99,-11,-2,1,0.91,-3,2,1,9
O=C(COC(=O)c1ccc2ncsc2c1)NCc1ccccc1Cl,1,-1,13,-3,1.1,-2,4,-2,-11
O=C(CCNC(=O)C1CCN(S(=O)(=O)c2ccccc2)CC1)Nc1cccc(C(F)(F)F)c1,1,2,11,3,1.1,-1,-2,-2,-5
CCOc1ccccc1NC(=O)CSc1ccc2nnc(-c3cccnc3)n2n1,1.1,4,7,-1,0.88,2,0,-12,12
COC(=O)c1ccccc1NC(=O)Oc1ccc(C(C)C)cc1,1,6,10,1,1,1,2,0,0
COc1ccc2nc(C)cc(N/N=C/c3cccc(OC)c3O)c2c1,1.1,2,19,73,1,-2,-5,-7,-2
Cc1c(C(C)(C)O)[nH]c2cc(C(F)(F)F)ccc12,1,0,18,0,1,-2,-3,-4,-1
O=C(CSc1nc2ncccc2[nH]1)c1cccc([N+](=O)[O-])c1,1,-1,-2,3,0.85,-17,2,-4,15
O=C(CC1CCOCC1)Nc1ccc(Cl)c(Cl)c1,1.2,-6,-7,-8,1.2,-14,-1,-16,-16
COc1ccc(S(=O)(=O)c2ccc(OCC3CO3)cc2)cc1 (configuration not stated),1.1,-2,14,2,1,-3,-1,-12,-3
c1ccc(NC2=Nc3ccccc3CS2)cc1,1,0,-14,0,1.1,1,-5,-2,-8
O=C(NC(NNc1ccc([N+](=O)[O-])cc1)(C(F)(F)F)C(F)(F)F)c1ccccc1Cl,1.1,3,17,-4,0.92,-4,-4,-6,8
Cc1c(O)c(=O)c2ccccc2n1C,1.3,-5,19,-8,1.1,-4,7,-28,-14
O=C(CSc1nnc(NC(=O)C2CC(=O)N(c3ccccc3)C2)s1)NCC1CCCO1 (configuration not stated),0.9,0,-2,0,0.95,-6,-1,10,5
Cc1cc(C)c(NC(=O)C2CCCO2)c(C)c1 (configuration not stated),0.94,-2,14,-1,1,-1,-1,6,0
O=S(=O)(CCc1nc2ccccc2[nH]1)c1ccc(Br)cc1,0.82,1,9,2,1,-1,0,18,-2
CCCCN(CC)C(=O)c1cccc(Cl)c1,1.2,1,-4,3,1,-1,1,-20,-2
COc1ccc(-c2csc(/C(C#N)=C/Nc3ccc4c(c3)OCCO4)n2)cc1,0.98,3,6,-27,0.94,-6,-3,2,6
CCOc1ccccc1NC(=O)CN(c1ccc(Cl)cc1)S(C)(=O)=O,1.1,-5,7,0,0.98,-5,-3,-14,2
CCOc1cccc(NC(=O)C2CC(=O)N(c3ccc(F)cc3)C2)c1 (configuration not stated),0.9,-4,-3,-1,0.99,-9,-2,10,1
CCN1CCN(S(=O)(=O)c2ccc(Cl)c(C(=O)N(C)Cc3cccc(OC)c3)c2)CC1,1.2,-1,25,0,1,14,1,-16,-2
CCOC(=O)c1cc2c(ccn2C)n1CC(=O)N1CCCC(C)C1 (configuration not stated),0.83,-3,4,-5,0.98,-4,0,17,2
Cc1ccc2nc(NC(=O)CSc3nc4c(c(=O)n3C)SC(C)C4)sc2c1 (configuration not stated),0.82,-4,0,-4,0.92,-10,-3,18,8
CCc1ccc(NC(=O)CCNS(=O)(=O)c2cccc3nonc23)cc1,1.1,-1,29,2,1.1,-3,-1,-10,-7
CCC(C(=O)OCC(=O)Nc1ccc(OC)cc1OC)c1ccccc1 (configuration not stated),1,-5,8,4,1,-5,-2,-4,-3
CCOc1ccc(CN2CCN(Cc3c(C)nn(CC)c3C)CC2CCO)cc1 (configuration not stated),1.1,-6,15,1,1.1,-3,-3,-14,-11
C/C(=N\NC(=O)c1ccccc1C)c1cccc([N+](=O)[O-])c1,1.1,2,-4,-2,0.94,3,2,-11,6
CCOC(=O)C1CCCN(C2CC(=O)N(c3ccc(N4C(=O)CC(N5CCCC(C(=O)OCC)C5)C4=O)cc3)C2=O)C1 (configuration not stated),0.94,4,4,-1,0.93,2,9.5*,6,7
CC[C@H]1C/C=C\Cc2ccccc2[C@H](C(=O)C[C@@H](O)CC(C)=O)OC1=O,0.98,-5,1,1,0.95,-4,1,2,5
Cc1cc(CNC(=O)c2cccnc2Cl)c2ccccc2n1,1,4,-1,0,0.95,-3,-3,-2,5
COc1ccc2c(C)cc(SCC(=O)Nc3cc(C(N)=O)cc(C(N)=O)c3)nc2c1,1.1,0,3,-16,0.99,-6,-2,-6,1
CCOCCCN(C)C1CCN(S(=O)(=O)c2csc(C(N)=O)c2)CC1,0.89,-1,10,-2,1.1,-2,3,11,-12
CCn1c(NCc2cccs2)nc2ccccc21,0.86,-7,13,-1,1.1,-9,-1,14,-6
CCn1c(/C=C/c2ccccc2)nc2ccccc2c1=O,1,-4,25,0,0.98,-7,0,-2,2
O=C(NC1CCCC1)C(c1cccnc1)N(C(=O)c1csnn1)c1ccc(F)cc1 (configuration not stated),1.2,1,-2,2,1.1,-6,-3,-15,-6
Cc1ccc(-c2nc(CN3CCN(c4cnccn4)CC3)c(C)o2)o1,0.91,0,19,-4,0.89,0,0,9,11
COc1cc(CC2COC(c3ccc(O)c(OC)c3)C2COC(C)=O)ccc1O (configuration not stated),0.95,35,-3,-10,0.69,33,0,5,31
CCN(CC)CCn1c(SCC(=O)NCc2ccccc2)nc2c(sc3ccccc32)c1=O,0.99,-1,8,3,0.84,-9,-1,1,16
O=C(NC(=S)NCc1ccc(-c2nc3ccccc3s2)cc1)c1ccco1,1.1,4,26,0,0.9,0,0,-7,10
O=C1Nc2ccccc2OC1CC(=O)N1CCOCC1 (configuration not stated),1.3,-2,4,0,1.1,-5,-1,-31,-7
COC(=O)c1sc(N2C(=O)C(O)=C(C(=O)c3ccc(C)o3)C2c2ccco2)nc1C (configuration not stated),0.98,5,17,-67,0.91,-2,-4,2,9
CCOC(=O)c1c(C)n(-c2ccc(C)cc2)c2ccc(O)c(CN(C)C)c12,1.2,-4,7,1,0.97,-6,-5,-24,3
CC(C)n1c(-c2ccncc2)n[nH]c1=S,0.98,-4,13,1,1.1,-16,0,2,-10
CCOc1cc(C(=O)NCCc2ccc(S(N)(=O)=O)cc2)cc(OCC)c1OCC,1,4,7,-1,1.1,-1,-2,-2,-9
O=C(c1ccc(F)cc1)C1CCN(C(=O)c2ccc(F)cc2)CC1,1,-2,13,3,1,-3,0,-1,-2
CCOc1ccc(NCc2nnc(SCC(=O)Nc3cc(C)on3)n2-c2ccccc2OC)cc1,1.1,-3,3,1,0.94,0,-3,-11,6
NC(=O)c1ccsc1NC(=O)COC(=O)c1cc(Cl)ccc1O,0.9,1,16,-3,1.1,-9,-5,10,-8
COc1ccc(C(=O)Nc2cc(C)nn2-c2ccc(F)cc2)cc1,0.72,-2,24,0,0.97,-6,0,28,3
S=C(Nc1ccccc1)N1CCOCC1,1,-2,-5,1,1,-5,2,-4,-1

# Next entries follow.
SMILES,hIAP act,APOBEC3A inh,NALP3 yeast inh,SENP1 FRET inh,mIAP activ,A3G deaminase,beta cell repl,hIAP inh,mIAP inh
Cn1c(NN)nc2ccccc2c1=O,1.1,0,12,-1,0.89,-2,-3,-14,11
CCCn1c(C(C)Nc2nc(-c3ccc(C)cc3)cs2)nc2cc(Cl)c(Cl)cc21 (configuration not stated),0.78,-5,-3,-10,1.1,-10,-8,22,-5
COc1cccc(C(=O)NC2CCCc3ccccc32)c1 (configuration not stated),0.86,-3,8,0,0.98,-6,-2,14,2
COCCNS(=O)(=O)c1ccc(SC)cc1,1.1,-2,12,1,1.1,-1,-1,-13,-8
Cc1ccc(-c2c(C(=O)N3CCOCC3)oc(=O)c3ccccc23)cc1,0.92,0,13,-23,1,0,0,8,-1
CC(=O)N(c1ccccc1)c1nc(C)cc(C)c1C#N,1.1,-1,-4,2,1.1,-2,-3,-6,-8
CNC(=S)n1cnc(N)n1,1.1,-3,3,3,0.95,-4,0,-6,4
CCOc1ccc(N(CC(=O)NN=C2CCN(C)CC2)S(=O)(=O)c2ccc(Br)cc2)cc1,1.4,-4,8,1,1.1,0,2,-43,-6
CCOc1ncccc1C(=O)OCCCC(=O)c1ccc(Br)cc1,0.9,-2,29,-1,0.91,-11,-1,10,9
CC1(C)Cc2c(sc3[nH]c(=S)n(Cc4ccccc4)c(=O)c23)CO1,1,-3,20,1,0.97,-8,-2,-3,3
COC(=O)c1c(NC(=O)c2ccccc2F)sc(C(=O)N2CCOCC2)c1C,0.9,2,15,-1,1.1,8,-2,10,-8
CN(C)Cc1c(C(=O)N/N=C/c2cccc(OCc3c(F)cccc3Cl)c2)nnn1-c1nonc1N,1.2,-2,-2,0,0.97,-4,-1,-16,3
